SRC1 TRFRET art: flags TR-FRET format artefacts in PPARgamma SRC-1 recruitment agonist screen. hit rate 0.34% among 99,000. AID 1051. TR-FRET ratio at 8 µM. TR-FRET detection artefact counter-screen, emission ratio; hits give high values; in the data active = TR-FRET ratio above about 2300; also: inactives centre near 1800; reference of the scale not given here
SRC3 TRFRET art: counter-screen for PPARgamma SRC-3 recruitment agonists: TR-FRET artefact; PPARgamma/SRC-3 format; hits give high values; TR-FRET ratio at 8 µM; AID 1048; hit rate 0.39% among 99,000; in the data active = TR-FRET ratio above about 2000; also: inactives centre near 1600; reference of the scale not given here
* hit, by the source's call. Only part of the results is shown. The share of hits here may be higher or lower than overall.

SMILES	SRC1 TRFRET art	SRC3 TRFRET art
O=[N+]([O-])c1cc(S(=O)(=O)N2CCCC2)ccc1N/N=C/c1ccccn1	1553	1579
CCN(CC)c1ccc(C(=O)OCC(=O)Nc2ccc3[nH]c(=O)[nH]c3c2)cc1	1769	1648
Cc1nn(C)c(C)c1NC(=O)c1ccc(Br)o1	1940	1600
CCc1cccc(CC)c1NC(=S)Nc1ccccc1	1685	1588
Cc1ccc(S(=O)(=O)N2CCN(C(=O)CCC(=O)NCc3ccc(F)cc3)CC2)cc1	1603	1596
COc1ccc([N+](=O)[O-])cc1N(CC(=O)Nc1ccccc1C(=O)N1CCCC1)S(C)(=O)=O	2077	1474
Cc1cccc(C)c1NC(=S)N(Cc1ccccc1)Cc1cccnc1	1891	1690
O=C(c1ccccc1)c1cc([N+](=O)[O-])ccc1N1CCCC1	1752	1627
CCc1ccccc1NC(=O)C1CCN(C(=O)c2ccc([N+](=O)[O-])cc2)CC1	1790	1506
COC(=O)c1ccccc1NC(=O)COC(=O)/C=C/c1ccco1	1660	1495
Cc1[nH]c2ccccc2c1C(=O)CSc1ccc(F)cc1	1844	1490
CC(C)Cc1cc(CN2CCCC(CO)(Cc3cccc(Cl)c3)C2)[nH]n1 (centres undefined)	1598	1588
COc1ccc(C2C=C(c3ccc(Br)s3)Nc3ncnn32)cc1OC (centres undefined)	2031	1996
CC(C)=CCN1CCN(Cc2cccn2-c2nccs2)CC1CCO (centres undefined)	1616	1439
COCC(C)NC(=S)NC(=O)c1cc(S(=O)(=O)N2CCOCC2)ccc1C (centres undefined)	1985	1575
Cn1c(SCC(=O)N2c3ccccc3Sc3ccc(Cl)cc32)nnc1-c1ccco1	1866	1571
COc1ccc(S(=O)(=O)N(C)C)cc1NCC(=O)Nc1ccc(Br)cc1F	1896	1754
CCOc1ccc(NC(=O)c2cccnc2Cl)c([N+](=O)[O-])c1	1943	1683
Cc1ccc(C(c2nnnn2CC2CCCO2)N2CCN(C)CC2)cc1 (centres undefined)	1965	1698
O=C(COC(=O)c1ccc(F)cc1)NCCc1ccc(F)cc1	1948	1593
COc1ccc(N(CC(=O)NCc2ccco2)S(=O)(=O)c2ccc(C)cc2)cc1	1597	1543
C/C(=N\NC(=O)c1ccc(CSc2cccc3cccnc23)cc1)C1CCCCC1	1706	1556
CC(=O)NS(=O)(=O)c1ccc(N2C(=O)c3ccccc3C2=O)cc1	1874	1554
Cc1cccc(N(C(=O)c2csnn2)C(C(=O)NC(C)(C)C)c2cccnc2)c1 (centres undefined)	1693	1525

Ordered by length of the SMILES (descending): part of the list above.
SMILES	SRC1 TRFRET art	SRC3 TRFRET art
COc1ccc([N+](=O)[O-])cc1N(CC(=O)Nc1ccccc1C(=O)N1CCCC1)S(C)(=O)=O	2077	1474
Cc1ccc(S(=O)(=O)N2CCN(C(=O)CCC(=O)NCc3ccc(F)cc3)CC2)cc1	1603	1596
CCc1ccccc1NC(=O)C1CCN(C(=O)c2ccc([N+](=O)[O-])cc2)CC1	1790	1506
Cc1cccc(N(C(=O)c2csnn2)C(C(=O)NC(C)(C)C)c2cccnc2)c1 (centres undefined)	1693	1525
COc1ccc(N(CC(=O)NCc2ccco2)S(=O)(=O)c2ccc(C)cc2)cc1	1597	1543
Cn1c(SCC(=O)N2c3ccccc3Sc3ccc(Cl)cc32)nnc1-c1ccco1	1866	1571
C/C(=N\NC(=O)c1ccc(CSc2cccc3cccnc23)cc1)C1CCCCC1	1706	1556
COc1ccc(S(=O)(=O)N(C)C)cc1NCC(=O)Nc1ccc(Br)cc1F	1896	1754
CC(C)Cc1cc(CN2CCCC(CO)(Cc3cccc(Cl)c3)C2)[nH]n1 (centres undefined)	1598	1588
CC(=O)NS(=O)(=O)c1ccc(N2C(=O)c3ccccc3C2=O)cc1	1874	1554
CCOc1ccc(NC(=O)c2cccnc2Cl)c([N+](=O)[O-])c1	1943	1683
O=C(c1ccccc1)c1cc([N+](=O)[O-])ccc1N1CCCC1	1752	1627
COc1ccc(C2C=C(c3ccc(Br)s3)Nc3ncnn32)cc1OC (centres undefined)	2031	1996
COC(=O)c1ccccc1NC(=O)COC(=O)/C=C/c1ccco1	1660	1495
Cc1cccc(C)c1NC(=S)N(Cc1ccccc1)Cc1cccnc1	1891	1690
CC(C)=CCN1CCN(Cc2cccn2-c2nccs2)CC1CCO (centres undefined)	1616	1439
Cc1[nH]c2ccccc2c1C(=O)CSc1ccc(F)cc1	1844	1490

Next section
SMILES	SRC1 TRFRET art	SRC3 TRFRET art
CCOn1c(=O)c(-c2cccc3ccccc23)[n+]([O-])c2ccccc21	2079	1438
Cn1nccc1C(=O)N1CCN(c2ncccn2)CC1	1775	1553
Cc1cc(C)n2nc(CC#N)c(C#N)c2n1	1825	1662
O=C(Oc1cccc2ccccc12)c1cc(Cl)nc2ccccc12	1850	1461
S=c1[nH]nc(/C=C/c2ccccc2)o1	1933	1372
CCOC(=O)c1c(NC(=O)COC(=O)c2cc(OC)c(OC)cc2[N+](=O)[O-])sc(C)c1C	1633	1406
N#CCC(=O)Nc1ccc(C(=O)NCC(c2ccco2)N2CCCCC2)cc1 (centres undefined)	2059	1671
O=S(=O)(NCC1NCCc2ccccc21)c1ccccc1 (centres undefined)	1603	1609
CCN(CC(=O)Nc1ccccc1OC)CC(=O)Nc1ccccc1C(F)(F)F	1727	1702
COc1ccc(-c2noc(-c3ccoc3C)n2)cc1	1728	1401
CC(=O)c1c(C(=O)O)[nH]c(C(=O)O)c1C	2011	1715
COc1ccccc1-n1cnc2cc(C(=O)NCCCN3CCOCC3)ccc21	1694	1506
CCCN1CNC(=S)N(Cc2ccccc2)C1	1666	1648
COCCCNC(=O)CNC(=S)N(Cc1ccccc1)Cc1cccnc1	1699	1621
Brc1ccc(-c2ccc(/C=N/Nc3nc(N4CCOCC4)nc(N4CCOCC4)n3)o2)cc1	2009	1759
COC(=O)c1sc(NC(=O)c2c(OC)cccc2OC)c(C#N)c1C	1853	1890
S=C(NCCN1CCOCC1)Nc1ccc(-c2nc3ccccc3[nH]2)cc1	1552	1613
O=Cc1ccc(-c2nc3ccccc3s2)o1	1702	1367
O=C(Nc1ccc(F)c([N+](=O)[O-])c1)C1CC(=O)N(Cc2ccccc2)C1 (centres undefined)	1690	1627
O=[N+]([O-])c1cccc(NC(=S)N2CCc3ccccc3C2)c1	1550	1118
COc1cccc(CC2(CO)CCCN(C/C=C/c3ccccc3OC)C2)c1 (centres undefined)	1616	1373
Cc1cc(NC(=O)CN2CCCC(C)C2)no1 (centres undefined)	1728	1583
Cc1cccc2cc(CN(Cc3cccs3)C(=S)NCC3CCCO3)c(=O)[nH]c12 (centres undefined)	1834	1675
Nc1ncnc(Nc2ccccn2)c1[N+](=O)[O-]	1586	1618
COC(=O)C1=NN(c2cccc(C)c2)C2C(=O)N(c3ccccc3OC)C(=O)C12 (centres undefined)	1987	1693
CCN(CC)S(=O)(=O)N1CCC(C(=O)NCCC2=CCCCC2)CC1	1923	1453
CCN(CC)S(=O)(=O)c1ccc2oc(C(=O)NC(C)C)c(C)c2c1	1843	1422
COc1ccc(S(=O)(=O)N2CCCCCC2)cc1NC(=O)Cc1cc(OC)c(OC)c(OC)c1	1617	1636
Cc1c(Cl)cccc1N1CC(C)(C)C1=O	1943	1621
Cc1ccc(S(=O)(=O)N2CCOCC2)cc1C(=O)NC(=S)N(Cc1ccccc1)C(C)C	1790	1591
O=C(N/N=C/c1cccc([N+](=O)[O-])c1)c1ccccc1-n1cccc1	1963	1735
Cc1ccc(-n2c(SCC(=O)Nc3cccc(C)c3)nc3c(oc4ccccc43)c2=O)cc1	1870	1767
CN(C)/C=N/C(=S)Nc1ccc(Cl)c(Cl)c1	1804	1512
Cc1ccc2oc(=O)c3cnn(CC(=O)NCCN(C)C)c3c2c1	1810	1501
O=C(COc1cccc2c1CCN(Cc1ccc(Br)cc1)C2=O)NCc1ccco1	1775	1419
CC(C)C(O)(C#CCN1CCCCC1)C(C)C	1836	1633
Cc1ccc(CNC(=O)Cn2c(=O)c3sccc3n(Cc3ccc([N+](=O)[O-])cc3)c2=O)cc1	1882	1609
O=[N+]([O-])c1cc(C(F)(F)F)ccc1Sc1ccccn1	1751	1759
COc1cccc(-c2ccc(=O)n(CC(=O)Nc3ccc(S(=O)(=O)NCC(C)C)cc3)n2)c1	1831	1638
Cc1cccc(OC(=O)c2sc3ncn(C)c(=O)c3c2C)c1	1622	1475
Cc1ccccc1-c1nc(CS(=O)(=O)CC(=O)NCCCN2CCCC2=O)c(C)o1	1807	1659
Cc1cc(C(=O)N/N=C/c2cccnc2)cs1	2058	1520
Cc1cccc(-n2c(=S)[nH]c3c(oc4ccccc43)c2=O)c1	1801	1969
Cc1c(-c2ccccc2)[n+](=O)c2c(n1[O-])CCCCC2	1625	1615
CN(C)CCCN(Cc1ccccc1)C(=S)Nc1ccc(F)c(Cl)c1	1544	1623
COCCNC(=S)N=Nc1c(O)[nH]c2c(C)cc(C)cc12	1752	1590
Cc1cc(C(=O)CN2C(=O)C(=O)N(Cc3ccccc3)C2=O)c(C)n1-c1ccc2c(c1)OCCO2	1785	1343
Cc1nnc(N2CCOCC2)c2nn(-c3ccccc3)c(C)c12	1639	1541
Cc1ccccc1-c1nc(CN2CCCC2c2ccc(F)cc2)c(C)o1 (centres undefined)	1909	1695
O=C(CSc1nnc2ccccn12)NCc1ccc2c(c1)OCO2	1923	1435
NC(=O)CCC(NS(=O)(=O)c1ccc(Cl)cc1)C(=O)NCc1ccccc1Cl (centres undefined)	1706	1543
N#C/C(=C\c1ccc(OC(=O)c2ccccn2)cc1)C(N)=O	2079	1721
COc1cccc(NC(=O)CS(=O)(=O)c2cn(CC(=O)N3CCOCC3)c3ccccc23)c1	1929	1655
CC(=O)N1CCCC(C(=O)c2ccc(Oc3ccccc3)cc2)C1 (centres undefined)	1788	1658
CSc1ccc(C(=O)C2CCCN(C(=O)c3cccnc3SC)C2)cc1 (centres undefined)	1535	1390
CCOc1ccc(N(C(C)C(=O)N/N=C(\C)C(C)(C)C)S(C)(=O)=O)cc1 (centres undefined)	1682	1409
COc1ccc(/C(O)=C2/C(=O)C(=O)N(CCN(C)C)C2c2cccnc2)cc1C (centres undefined)	1958	1904
COc1ccc(/C=C/C2=CC(C)(C)NC(=S)N2)cc1OC	1805	1689
C=CCNC(=O)/C(=C/c1ccccc1OCC)NC(=O)c1ccccc1	1938	1457
CCOC(=O)N1N=C(C)CC1(O)c1ccc(Cl)cc1 (centres undefined)	1710	1700
Next results follow.
SMILES	SRC1 TRFRET art	SRC3 TRFRET art
Cc1noc(C)c1COc1ccc(C(=O)OCC(=O)OC(C)(C)C)cc1	1863	1534
COc1ccc(N2CCN(C(=O)c3ccc(Br)cc3)CC2)c([N+](=O)[O-])c1	1755	1741
COC(=O)c1ccc(OC)c(CSc2nnc(COc3ccc(OC)cc3)o2)c1	1734	1435
C/C=C/C(=O)OCC(=O)Nc1ccc(OC)c(OC)c1	1791	1459
O=C(NCc1ccccn1)/C(=C/c1ccco1)NC(=O)c1ccccc1	1933	1511
O=C(COC(=O)/C=C/c1ccc(Cl)cc1Cl)Nc1cc(C(F)(F)F)ccc1N1CCOCC1	1671	1426
Cc1ccc(S(=O)(=O)Nc2ccc(NC(=O)c3cccnc3)cc2)cc1	1695	1226
COc1ccc(CN2C(=O)/C(=C/c3ccc(-c4ccc(Cl)c(C(=O)O)c4)o3)SC2=S)cc1	1810	1742
N=C(N)Cc1ccccc1Sc1ccccc1	1615	1714
CC1(C)CC(=O)C(C=NCC(O)c2ccccc2)=C(O)C1 (centres undefined)	1526	1840
O=C(Cc1cccc(C(F)(F)F)c1)Nc1ccccc1	1872	1659
COc1cc(-c2nnc(CSc3nnc(Nc4ccc(Oc5ccccc5)cc4)s3)o2)cc(OC)c1OC	1915	1591
CCOC(=O)C(=O)N1CCN(c2cc3c(cc2[N+](=O)[O-])n(C)c(=O)n3C)CC1	1906	1580
COc1ccc(NC(=O)Nc2cccc(NC(C)=O)c2)c(OC)c1	1742	1481
COc1ccc(NC(=O)CC2C(=O)N(Cc3cccs3)C(=S)N2C(C)C)cc1 (centres undefined)	1684	1676
COc1ccc(CN2CC(=O)N(c3ccc(C)c(C)c3)C2=S)cc1OC	1794	1553
COc1ccc(C(=O)C2CCCN(Cc3cccn3-c3ccccn3)C2)cc1F (centres undefined)	1583	1690
O=C(C1CC1)N1N=C2CCCCC2C1(O)C(F)(F)F (centres undefined)	1753	1683
O=C(COC(=O)c1sc2cc(F)ccc2c1Cl)Nc1ncc(Cl)cc1Cl	1944	1602
O=C(Nc1cc(S(=O)(=O)N2CCCC2)ccc1OCC(F)(F)F)c1ccccc1F	2004	1775
CCOc1ccc(NC(=O)COc2ccccc2)c([N+](=O)[O-])c1	2117	1820
Oc1ccc(NC(=S)Nc2ccccc2)cc1	1701	1438
O=C(c1ccccc1-c1nc2ccccc2[nH]1)N1CCOCC1	1691	1607
CN(C)CC(=O)Nc1ccc(Oc2ccc(Cl)cc2)cc1	1844	1552
Cn1cnnc1SCC(=O)Nc1ncc(C(F)(F)F)cc1Cl	1925	1620
Cc1nn(C)c(Cl)c1/C=C/C(=O)O	2186	1535
O=C(N=Nc1c(O)[nH]c2ccc(Cl)cc12)c1cc(-c2cccs2)nc2ccccc12	1987	1742
CC(C)Sc1nc(SCC(=O)NCc2ccco2)c2c3c(sc2n1)COC(C)(C)C3	1861	1745
O=C1CC(c2ccc(OCCCCCOc3ccc(C4CC(=O)NC4=O)cc3)cc2)C(=O)N1 (centres undefined)	1556	1536
COCCCn1cc(C(=O)c2cc(OC)ccc2OCC(=O)N2CCCCC2C)cc(C#N)c1=O (centres undefined)	1762	1542
CC(=O)Oc1ccc(-c2csc(Nc3ccc(S(N)(=O)=O)cc3)n2)cc1	2061	1730
O=C(CSc1ncn[nH]1)N1CCN(c2nnc(-c3ccccc3)c3ccccc23)CC1	2037	1597
Oc1c(C(c2ccccc2Cl)N2CCCC2)ccc2cccnc12 (centres undefined)	1755	1282
O=c1oc2ccccc2c(Nc2ccccc2O)c1[N+](=O)[O-]	1718	1560
FC(F)Sc1ccc(-n2cc(-c3ccccc3)[n+]3c2CCC3)cc1	1822	1555
Cc1cc(NC(=O)c2ccc(Cl)cc2Cl)n(CCC#N)n1	1678	1577
